# N-glyco inh: increase of ERlucT glycosylation luciferase signal, primary screen, N-linked glycosylation inhibitor project, D54 ERlucT cells, luminescence, set 2; D54 ERlucT glycosylation luciferase reporter, 24 h; percent of 100 nM tunicamycin response; hit rate 0.23% among 360,000; AID 588692, 2011; reporter increase, % at 12.5 µM;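 active means mean luciferase reporter signal, scaled so untreated is 0 and the glycosylation-blocking control 100, at or above a set limit in every replicate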;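 further: luciferase carries N-glycosylation sites so blocking glycosylation raises the light; 0% = median of neutral control wells and 100% = median of 100 nM tunicamycin wells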
# Cardio protect: cardioprotection against H2O2-induced cell death, primary screen, uHTS, H9c2 cells, ATPLite luminescence. H9c2 cardiomyocytes, H2O2 injury protection, 2 h. protection from H2O2 cell death, % at 20 µM. hit rate 0.63% among 360,000. AID 588492, 2011;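 active means compounds giving at least 50% protection of heart cells from peroxide-induced death in the single-dose screen, raw or plate-pattern-corrected value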;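 further: 0% = DMSO wells with peroxide and 100% = DMSO wells without peroxide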
# MC4R barr agon: MC4R agonists recruiting beta-arrestin, primary screen, cell-based, luminescence, agonist arm of biased-ligand search. Melanocortin receptor 4 (Homo sapiens), P32245. U2OS MC4R beta-arrestin complementation; percent of melanotan II response, DMSO zero. activation, % at 8.9 µM. hit rate 0.98% among 360,000;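 active means activation above a per-plate cutoff, the mean activation of sample wells on that plate plus 3 SD, cut at about 8% in these data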
# Target sequence (P32245 whole entry, looked up): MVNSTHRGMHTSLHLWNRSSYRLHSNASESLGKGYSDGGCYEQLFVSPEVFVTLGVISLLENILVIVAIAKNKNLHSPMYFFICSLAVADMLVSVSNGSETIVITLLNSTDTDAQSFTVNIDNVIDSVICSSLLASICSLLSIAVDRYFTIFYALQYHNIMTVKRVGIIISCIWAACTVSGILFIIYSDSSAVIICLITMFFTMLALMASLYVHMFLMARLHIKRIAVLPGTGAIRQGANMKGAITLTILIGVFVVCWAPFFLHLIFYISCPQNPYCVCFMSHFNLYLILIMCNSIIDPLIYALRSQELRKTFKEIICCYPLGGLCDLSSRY
# ABHD5-PLIN5 inh: ABHD5-PLIN5 interaction inhibitors, primary screen, cell lysate, split luciferase complementation, luminescence | hit rate 0.78% among 360,000 | Split G. princeps luciferase complementation, 4 h | Perilipin-5 (Homo sapiens) + 1-acylglycerol-3-phosphate O-acyltransferase ABHD5 (Homo … | inhibition, % at 4 µM;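 active means inhibition above the mean inhibition across every tested compound plus 3 SD, cut at about 22% in these data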;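 further: 0% = DMSO only wells and the 100% control is not disclosed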
# ABCB6 inh 2: ABCB6 transporter inhibitors, primary screen, K562-ABCB6 cells, flow cytometry, MLPCN library | ATP-binding cassette sub-family B member 6 (Homo sapiens), Q9NP58 | K562-ABCB6 porphyrin accumulation, 1 h; active compounds read low | fluorescence ratio to DMSO, % at 10 µM | hit rate 0.19% among 360,000 | AID 602162, 2011;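 active means fluorescence ratio to DMSO below 75%, the collection mean minus 3 SD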;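 further: signal is porphyrin accumulated inside mitochondria; 100% equals median channel fluorescence of DMSO control wells; lower ratio means ABCB6 inhibition with less porphyrin fluorescence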
# HTR2A ag: mouse Htr2a agonists via beta-arrestin recruitment, primary screen, cell-based, luminescence. hit rate 0.66% among 360,000. AID 624169, 2012. CHO-K1 mHTR2A beta-arrestin complementation; percent of 30 µM serotonin response. activation, % at 7.6 µM. 5-hydroxytryptamine receptor 2A (Mus musculus), P35363;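 active means activation above a run cutoff, the mean activation of all tested compounds plus 3 SD, cut at about 14% in these data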;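 further: 0% = plate median of compound wells and 100% = 30 µM serotonin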
# Target sequence (P35363 whole entry, looked up): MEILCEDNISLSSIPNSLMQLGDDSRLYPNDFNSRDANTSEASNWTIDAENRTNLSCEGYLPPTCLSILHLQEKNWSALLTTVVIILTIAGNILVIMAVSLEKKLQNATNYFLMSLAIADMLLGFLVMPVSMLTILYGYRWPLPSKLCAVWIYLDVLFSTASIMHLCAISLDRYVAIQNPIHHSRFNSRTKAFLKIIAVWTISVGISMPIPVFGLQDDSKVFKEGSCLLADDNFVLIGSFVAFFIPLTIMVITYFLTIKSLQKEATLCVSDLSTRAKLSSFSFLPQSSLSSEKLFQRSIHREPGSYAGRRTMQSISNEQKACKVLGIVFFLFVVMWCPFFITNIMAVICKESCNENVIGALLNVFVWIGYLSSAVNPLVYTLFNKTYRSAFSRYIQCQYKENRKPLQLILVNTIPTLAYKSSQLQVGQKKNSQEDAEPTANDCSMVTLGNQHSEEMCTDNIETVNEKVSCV
# iPSC survival up: enhancers of single-cell hiPSC survival, primary screen, ATPlite luminescence | survival enhancement, % at 20 µM | AID 602274, 2012 | 100% = ROCK inhibitor wells, 0% = DMSO | hit rate 0.044% among 360,000; in the data active means survival enhancement above about 18%;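 further: cells exposed to compounds for 16 hours before the ATP read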
# aDG glyco up: activators of alpha-DG glycosylation, primary screen, uHTS, Pro5-aDG cells, AlphaScreen. alpha-DG glycosylation AlphaScreen (IIH6); 0% Pro5, 100% B10-LARGE cell signal. activation, % at 10 µM. hit rate 0.22% among 360,000. AID 624168, 2012;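 active means activation of at least 8% versus controls, or a plate z-score of at least 8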;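 further: Pro5 are CHO cells carrying HIG-tagged alpha-DG that lacks glycosylation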
# Granule exo inh: LAMP-1 surface exposure blockers, TALL-104 cells – cell-based, flow cytometry, MLPCN library, primary screen | inhibition, % at 10 µM | AID 651702, 2012 | hit rate 0.66% among 360,000 | TALL-104 LAMP-1 surface exposure; cells stimulated with thapsigargin and PMA;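 active means inhibition above about 55%, limit read from the data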
# MC4R antag cAMP: MC4R antagonists of cAMP signaling, primary screen, cell-based, TR-FRET, antagonist arm of biased-ligand search | inhibition, % at 6.5 µM | AID 540295, 2011 | Melanocortin receptor 4 (Homo sapiens), P32245 | hit rate 0.48% among 360,000 | MC4R-expressing cells, MTII-stimulated cAMP, LANCE TR-FRET;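 active means inhibition above its plate's cutoff, the mean of tested wells on that plate plus 3 SD, cut at about 29% in these data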;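 further: 0% = Melanotan II alone and 100% = Melanotan II plus saturating MCL0020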
#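 material = U2OS cells stably expressing human melanocortin 4 receptor (MC4R) | also added = Melanotan II challenge | dosing = single nominal compound dose of 6.5 µM | detection = TR-FRET with Eu-cAMP and labeled anti-cAMP, 671 nm | replication = singlicate | timing = compound 30 min, challenge 1 h, detection 1 h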
# * hit, by the source's call; x = not tested or not shown.
SMILES,N-glyco inh,Cardio protect,MC4R barr agon,ABHD5-PLIN5 inh,ABCB6 inh 2,HTR2A ag,iPSC survival up,aDG glyco up,Granule exo inh,MC4R antag cAMP
O=C(CBr)Nc1c2c(nn1-c1ccccc1)CSC2,-16,-2,-0.8,7,104,1,1.2,0.9,-2,3
O=C(NCc1ccc2c(c1)OCO2)C1CCC(CNS(=O)(=O)c2ccc(Cl)cc2)CC1 (stereo not drawn),-4,-2,-0.5,2,98,1,-0.6,0.3,-2,1
COc1cccc(NS(=O)(=O)c2cc3c(cc2C)N(C)CCO3)c1,-2,-18,1.2,1,101,1,3.1,0.0,0,11
O=C(CN1CCOCC1)Nc1ccccc1Cl,2,8,0.0,1,93,-1,1.3,-0.3,-1,5
CCN1C(=O)c2cccc3c(NC(=O)C(C)(C)C)ccc1c23,4,21,-0.7,-6,94,8,0.3,0.2,-3,-5
COc1ccc(C2C(C)C3(O)CC(C#N)(C(=O)N3)C2(C#N)C#N)cc1 (stereo not drawn),-1,1,-2.6,-5,102,3,1.5,0.0,-1,6
CCOC(=O)Cn1c(=O)c2c(nc3n2CCCCN3c2ccc(OCC)cc2)n(C)c1=O,0,4,1.1,0,97,-2,-0.6,0.1,-4,4
O=C(CN1CC(=O)Oc2ccccc21)OCC(=O)c1ccc(Br)cc1,3,57*,0.3,-1,86,-1,2.0,1.4,-1,5
COc1cc(/C=C/C(=O)c2c(O)cc(C)oc2=O)cc(OC)c1O,-3,0,2.4,13,98,6,0.2,-0.2,0,-8
S=C(NN=C1CCN(Cc2ccccc2)CC1)NC1CCCCC1,-3,-12,-2.9,-1,94,-4,2.5,1.2,0,3
COc1ccc(CN2C(=O)c3ccccc3C2c2nnnn2C(C)C)cc1OC (stereo not drawn),x,x,x,-4,101,6,0.4,-0.2,-4,x
COC(=O)c1cc(NC(=O)Cc2ccc(OC)cc2)cc(C(=O)OC)c1,2,24,-1.5,-3,101,-2,-0.5,-0.2,-1,8
O=C(Nc1ccccc1)c1cc(C2CCCCN2S(=O)(=O)c2ccc(F)cc2F)on1 (stereo not drawn),-5,-1,-0.2,-9,104,4,-2.9,0.0,-4,-7
NC(=O)C1CCN(C(=O)c2ccccc2SCC(=O)NCC2CCCCC2)CC1,2,7,-3.2,1,96,-2,-0.1,-0.5,-6,-2
CCOC(=O)N1CCC(N2C(=O)c3ccccc3C2Nc2c(C)cccc2C)CC1 (stereo not drawn),1,10,0.1,3,101,6,-0.6,0.3,0,11
O=S(=O)(c1ccccc1F)N1CCN(C(=S)NCc2ccccc2)CC1,-1,-2,-0.2,-2,100,-3,-1.8,-0.2,0,0
O=C(c1ccc(COc2ccc3c(c2)CCC3)o1)N1CCN(c2ccccc2)CC1,-2,-12,-1.5,10,96,-7,-3.6,0.0,0,3
NC(=S)NNc1ccnc2cc(Cl)ccc12,-3,-9,-2.0,-4,101,-4,-0.2,0.2,1,-8
O=C(Cc1cccs1)NC1CCCC1,0,3,1.8,-1,98,-2,1.4,-0.4,-1,23
CC(C)=CCC/C(C)=C/CNC(=O)C[C@H]1C[C@H](C(=O)N2CCCCC2)[C@@]2(CCc3ccccc3)c3[nH]c4cc(-c5ccco5)ccc4c3CCN2C1=O,-2,-14,-1.0,2,98,4,-1.1,0.2,0,10
O=C(Cc1c(F)cccc1Cl)OCC(=O)c1ccc[nH]1,2,-3,-2.0,2,103,0,-1.2,-0.1,-9,-2
CCC(CC)c1nnc(NC(=O)c2ccc(N3CCCCC3)c([N+](=O)[O-])c2)s1,-3,-4,-0.2,-2,95,-3,6.3,0.0,-1,8
COc1cc2c(cc1OC)CN(CC(=O)Nc1ccc(C#N)cc1)CC2,2,4,0.2,3,100,0,4.4,0.0,2,0
COCCNC(=O)Cn1c(=O)n(CCCC(=O)NCc2ccc3c(c2)OCO3)c(=O)c2sccc21,2,-4,2.6,-5,107,0,0.1,0.0,-3,13
Cc1cc(C)cc(N(C(=O)c2csnn2)C(C(=O)NC2CCCC2)c2cccnc2)c1 (stereo not drawn),1,2,-0.3,-1,74*,4,-0.5,-0.1,-12,3
CC/C(=N\NC(=O)c1cc(C2CC2)[nH]n1)c1ccccc1,-3,-3,-0.1,3,99,-6,-0.5,0.0,-14,-4
Cc1ccc(-c2cc(C(F)F)n3ncc(C(=O)Nc4c(C)nn(Cc5ccccc5Cl)c4C)c3n2)cc1,-5,5,0.3,-2,96,1,2.9,1.4,1,19
CCCCOC(=O)C1=C(C)Nc2ncnn2C1c1ccc(OC)c(OC)c1OC (stereo not drawn),2,4,-1.8,0,103,6,0.3,0.0,8,5
Cc1ccc(OCC(O)CN2CCN(CC(O)COC(C)C)CC2)c(C(C)(C)C)c1 (stereo not drawn),-1,4,4.9,7,97,-8,-1.8,0.5,0,10
Cc1cccc(C)c1NC(=O)CSc1nc(C2CC2)nc2ccccc12,-1,-5,-1.6,-4,97,4,-0.4,0.1,3,12
CN(CC(=O)Nc1ccccc1Cl)C(=O)Cn1cc(C(F)(F)F)cc(Cl)c1=O,5,5,4.1,-1,102,0,0.2,0.1,-4,6
Cc1cccc(Nc2nc(N)c([N+](=O)[O-])c(N3CCC(C)CC3)n2)c1,-8,-11,4.7,-9,96,-2,0.5,-0.2,4,2
COc1cc(C(=O)NC2CC3CCCC(C2)N3C2CC2)cc(OC)c1OC (stereo not drawn),0,3,-1.0,-1,98,4,0.8,4.8,0,4
N#Cc1ccc(/C=C2\CCn3c2nc2cc(C(=O)O)ccc2c3=O)cc1,3,-1,-0.6,2,97,-5,-0.3,-0.2,-2,-16
C=CCN=C(NC#N)SCc1ccccc1Cl,1,-8,0.2,15,90,-1,0.4,-0.1,-2,4
CCn1c(SCC(=O)c2ccc(O)c(O)c2)nnc1-c1ccc(C)cc1,-2,46,-2.1,-3,112,-4,-1.7,-0.1,-1,2
S=c1[nH]nc(C2CCCCC2)n1/N=C/c1ccco1,3,0,-1.9,-7,99,4,1.1,-0.3,2,0
CCOC(=O)c1c(NC(=O)CSc2nnc(C)o2)sc(C)c1C,3,4,1.8,-1,191,2,0.5,-0.1,-2,11
CC(C)(C)OC(=O)N1CCC[C@@H]1C(=O)NCc1ccccc1Cl,x,x,x,-2,128,-3,-0.8,2.1,0,x
CCN(CC)C(=O)c1oc2ccc(S(=O)(=O)N3CCCCCC3)cc2c1C,4,-13,-2.5,-3,99,2,-1.2,0.3,-12,2
CCOP(=O)(c1ccc(N(C)C)cc1)C(O)c1ccccc1 (stereo not drawn),1,0,1.0,-5,102,4,0.8,0.0,-1,14
COC(=O)c1c(NC(=O)c2ccc(C)c(S(=O)(=O)Nc3ccccc3C)c2)sc2c1CCCC2,-1,-11,-1.8,-10,93,1,3.2,0.0,2,10
O=C(CSc1ccccc1Cl)N1CCOCC1,-3,2,-0.7,5,96,10,-0.7,-0.2,-6,0
Cc1ccc(C(=O)N2CCN(S(=O)(=O)c3ccccc3[N+](=O)[O-])C2)cc1,-1,0,-0.9,1,87,-1,-2.0,0.4,-1,1
Cn1cc(C2NC(=O)c3ccccc3N2)c2ccccc21 (stereo not drawn),3,5,-1.2,6,123,1,-1.9,-0.1,-2,-6
COc1ccc(N2C(=O)NC3CC2(C)Oc2ccc(Br)cc23)cc1OC (stereo not drawn),2,-1,-0.8,3,191,10,-0.4,0.0,10,3
CC(C)(C)S(=O)N1Cc2cc(C(=O)NCc3ccc4c(c3)OCO4)nc(-c3cccc(-c4ccncc4)c3)c2[C@H]1CCO (stereo partly drawn),-2,6,x,17,103,7,-0.8,0.0,3,x
Cc1ccc(-c2csc(C3C(N)=NC(S)=C(C#N)C34CCCCC4)n2)cc1 (stereo not drawn),-2,0,-1.0,7,98,6,1.0,0.0,1,11
Cc1cc2c(c(C)nn2-c2ccccc2)c(=O)o1,4,-3,0.5,4,100,-1,-2.0,-0.1,-2,-4
O=c1c2ccccc2ncn1Cc1ccccc1,1,4,-0.7,-1,95,0,-1.0,0.1,-6,3
Cn1c(=O)c2ncn(CC(=O)Nc3cccc(-c4nc5ccccc5s4)c3)c2n(C)c1=O,1,-4,-1.1,-1,88,3,-0.5,3.9,4,3
CN(C)CCNc1ccc(-c2n[nH]c(=O)c3ccccc23)cc1[N+](=O)[O-],-9,61*,-1.5,-6,97,1,2.0,-0.2,0,-30
O=c1[nH]nc(CNc2ccc(Cl)cc2Cl)c2ccccc12,1,30,3.5,1,105,11,-0.4,0.8,28,17
